High-throughput results from PubChem BioAssay.
DT40 TDP1 no CPT: qHTS for Inhibitors of human tyrosyl-DNA phosphodiesterase 1 (TDP1): qHTS in cells in absence of CPT; DT40 Tdp1-/- hTDP1 cells, no CPT, ATP luminescence, 48 h; Potency, µM (top dose mostly 46.2 µM), without a hit: at the highest dose activity change, negative = growth inhibition, actives largely listed as inhibitors; 420,000 tested, 15% active; further: nearly all actives have a fitted effect of over 55% in size
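DT40 Tdp1-/-;hTDP1 cells, no CPT (DMSO vehicle only), 400 cells/well; compounds pin-transferred; ≥48 hr, 37 °C; CellTiter-Glo 30 min RT dark, luminescence read.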
DT40 TDP1 CPT: DT40-hTDP1 cell growth loss with CPT | AID 686979 | chicken DT40 Tdp1-/-;hTDP1 cells + 20 nM CPT, ATP luminescence, 48 h | Potency, µM (titrated, usually from 46.2 µM), without a hit: at the top dose activity change, negative = growth inhibition, most hits filed as inhibitors | 420,000 tested, 12% active; further: nearly all actives have a fitted effect of over 55% in size
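Cell growth measured by CellTiter-Glo luminescence after a minimum 48 h, 37 C compound exposure with 20 nM CPT in Tdp1-knockout DT40 cells stably expressing hTDP1, seeded 400/well; qHTS titration format.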
TDP1 inh: TDP1 (human) enzyme inhibition; Q9NUW8; recombinant TDP1, AlphaScreen DNA substrate cleavage; Potency, µM (series often up to 130 µM), inactives show top-dose activity change, negative = inhibition, actives largely listed as inhibitors; 350,000 tested, 0.28% active; AID 485290; further: nearly all actives have a fitted effect of over 40% in size
Target sequence (Q9NUW8 whole entry, looked up): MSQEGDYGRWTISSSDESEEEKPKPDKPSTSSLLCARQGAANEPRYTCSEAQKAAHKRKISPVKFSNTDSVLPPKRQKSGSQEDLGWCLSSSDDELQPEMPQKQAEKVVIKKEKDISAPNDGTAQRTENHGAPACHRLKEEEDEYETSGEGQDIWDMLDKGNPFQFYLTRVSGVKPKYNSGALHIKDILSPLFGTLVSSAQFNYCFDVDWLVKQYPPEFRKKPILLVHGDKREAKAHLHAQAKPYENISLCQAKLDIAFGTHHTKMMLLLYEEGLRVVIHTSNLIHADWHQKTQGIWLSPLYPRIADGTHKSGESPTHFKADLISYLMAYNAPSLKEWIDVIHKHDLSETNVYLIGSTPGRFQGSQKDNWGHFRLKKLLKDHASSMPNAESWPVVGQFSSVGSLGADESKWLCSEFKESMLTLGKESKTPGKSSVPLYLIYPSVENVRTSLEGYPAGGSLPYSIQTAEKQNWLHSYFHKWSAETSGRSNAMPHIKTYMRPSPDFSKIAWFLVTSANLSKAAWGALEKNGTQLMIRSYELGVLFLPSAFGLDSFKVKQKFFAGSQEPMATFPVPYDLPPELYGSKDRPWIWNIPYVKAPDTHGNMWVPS
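Signal: AlphaScreen proximity between streptavidin donor and anti-FITC acceptor beads on intact substrate. Reaction: Tdp1 1 nM, substrate 15 nM final, 5 min RT after 15 min compound preincubation.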
Starred values were filed as active, the others as inactive; ? = inconclusive; . = not tested or not shown; & = joins results of further samples; [ ] = dose if it differs, or a comment. The call rests on the fitted dose curve; in most records, active means well fitted curve in the direction sought with a large enough effect; inconclusive means small, poorly fitted or top-dose-only effect, or another doubt; inactive means no such curve, though single readings can be large; an effect the other way counts as inactive or inconclusive. On the % scale 0 is the no-effect control and ±100 the full control effect; potency means the concentration at half of the fitted maximal effect.

SMILES | DT40 TDP1 no CPT | DT40 TDP1 CPT | TDP1 inh
c1ccc(C2Nc3ccccc3Oc3ccccc32)cc1 (stereo not drawn) | -14% | -18% | 10%
CCc1cc2c(=O)[nH]c(N3CCCC3)nc2s1 | -7% | -1% | 1%
O=C(Cn1ncc2c(=O)oc3ccccc3c21)N1CCCc2ccccc21 | -17% | ? | -2%
Cc1cc(C)c(S(=O)(=O)N2CCOCC2)cc1C | ? | ? | -8%
Cn1c(N)c(C(=O)COC(=O)c2ccccc2NCc2ccco2)c(=O)n(C)c1=O | -17% | -11% | -5%
CC(C)C(C(=O)Nc1ccc2c(c1)OCCO2)N1C(=O)c2ccccc2C1=O (stereo not drawn) | -12% | 0% | 3%
COc1cc(-c2cc(N)n(S(=O)(=O)c3ccccc3)n2)cc(OC)c1OC | ? | ? | 0%
Cc1cc(NC(=O)c2ccc(S(=O)(=O)N3CCOCC3)cc2)no1 | -15% | 6% | -8%
CC(Oc1cccc2ccccc12)C(=O)N/N=C/c1cccnc1 (stereo not drawn) | 4% | -11% | 0%
Cc1cccc(C(O)(C(=O)NNc2ccc3ccccc3n2)c2cccc(C)c2)c1 | 6.5µM* | 6.5µM* | 0%
CCOc1cc2[nH]c(=O)n(CCCN3CCCC3=O)c(=O)c2cc1OCC | -25% | -2% | 1%
COc1cc2[nH]c(=S)nc(NC3CCCCCC3)c2cc1OC | ? | ? | 8%
COc1cccc(OCC(O)CN2CCC(CN3C(=O)c4cccc5cccc(c45)C3=O)CC2)c1 (stereo not drawn) | 7.3µM* | 8.2µM* | -2%
O=C(c1ccc(F)cc1F)N1CCC(c2noc(-c3ccc(S(=O)(=O)N4CCCC4)cc3)n2)CC1 | ? | -1% | 2%
CCc1nn2c(=O)cc(COC(=O)C(CC)c3ccccc3)nc2s1 (stereo not drawn) | -21% | ? | 7%
O=C(CN1CCN(Cc2ccc(F)cc2)C1=O)NC1CCCC1 | -16% | -9% | 4%
CC(=O)c1c(COC(=O)c2ccc(Cl)cc2)nc2ccccc2[n+]1[O-] | -9% | 21% | 4%
CCC(=O)N=c1n(C)c2ccccc2n1CCOc1ccccc1 | -14% | -9% | 5%
CCN(CC)CCC(=O)NC(C)(C)Cc1ccc(O)cc1 | -25% | -5% | 1%
CCOC(=O)CN1CC23C=CC(O2)C(C(=O)NC2CCCCCC2)C3C1=O (stereo not drawn) | -18% | ? | 6%
O=C(NC(Cc1c[nH]c2ccccc12)C(=O)NCc1ccc(F)cc1)OCc1ccccc1 (stereo not drawn) | ? | ? | 8%
COCCn1c(-c2ccc(F)cc2)nc2oc3cc(OC)ccc3c(=O)c2c1=O | -29% | -16% | .
Cc1cc(N2O[C@H]3C=C[C@@H]2C3)no1 | -4% | 10% | .
COC(=O)C[C@H]1c2ccccc2S(=O)(=O)N1c1ccc(N(C)C)cc1 | 10µM* | ? | .

Single records, as listed above.
Shown for O=C(NC(Cc1c[nH]c2ccccc12)C(=O)NCc1ccc(F)cc1)OCc1ccccc1 (stereo not drawn) → DT40 TDP1 no CPT = ?; DT40 TDP1 CPT = ?; TDP1 inh = 8%
Shown for CCC(=O)N=c1n(C)c2ccccc2n1CCOc1ccccc1 → DT40 TDP1 no CPT = -14%; DT40 TDP1 CPT = -9%; TDP1 inh = 5%

2 entries picked at random from the list so far, as already listed:
SMILES | DT40 TDP1 no CPT | DT40 TDP1 CPT | TDP1 inh
CCC(=O)N=c1n(C)c2ccccc2n1CCOc1ccccc1 | -14% | -9% | 5%
Cc1cc(N2O[C@H]3C=C[C@@H]2C3)no1 | -4% | 10% | .

Further structures follow:
SMILES | DT40 TDP1 no CPT | DT40 TDP1 CPT | TDP1 inh
CC1CC(C)CN(C(=O)Nc2ccc(Br)cc2)C1 (stereo not drawn) | 1% | -16% | 5%
Cc1nc(Cc2nnc(SCc3nc(N)nc(Nc4ccccc4C)n3)o2)cs1 | -25% | -22% | 7%
Cc1nc2c(C(=O)NCCC3=CCCCC3)c[nH]n2c(=O)c1Cl | -2% | 1% | -2%
CCOC(=O)c1cccc(NC(=O)c2ccc3c(Cl)c4c(nc3c2)CCC4)c1 | 29µM* | ? | 4%
Cc1ccc(C(c2nnnn2CCC(C)C)N2CCN(C)CC2)cc1 (stereo not drawn) | -25% | -15% | 5%
CCc1ccc(CN2CCN(C(=O)c3ccco3)CC2)cc1 | -17% | ? | .
COc1ccc(NC(=O)CN2CCN(c3ccc(F)cc3)CC2)cc1 | ? | -14% | .
CCCCC(CC)CNC(=O)C(Cc1ccccc1)NS(=O)(=O)c1ccc2c(c1)CCC(=O)N2 (stereo not drawn) | -26% | ? | -2%
C=CCNc1nc(NC(C)(C)CO)nc(OCC)n1 | 3% | 4% | -5%
Cc1nnc2n(-c3ccccc3)c(=O)c3c4c(sc3n12)CC(C)CC4 (stereo not drawn) | ? | ? | 9%
COc1ccc(NC(=O)CCc2c(C)nc3cc(-c4cccc(F)c4)nn3c2C)cc1Cl | 13µM* | 16µM* | 6%
CC(=O)c1cccc(-n2nnnc2SCC(=O)NNC(=O)C(C)C)c1 | 1% | -11% | 4%

Brought forward from above: two compounds; new compounds follow.
SMILES | DT40 TDP1 no CPT | DT40 TDP1 CPT | TDP1 inh
COc1ccc(NC(=O)CCc2c(C)nc3cc(-c4cccc(F)c4)nn3c2C)cc1Cl | 13µM* | 16µM* | 6%
CC(=O)c1cccc(-n2nnnc2SCC(=O)NNC(=O)C(C)C)c1 | 1% | -11% | 4%
COc1ccc(CN2CCN(Cc3cccn3-c3ncccn3)CC2CCO)c(C)c1C (stereo not drawn) | 9.2µM* | ? | .
COC(=O)c1c(C)oc2ccc(N(C(=O)c3ccncc3)S(=O)(=O)c3ccccc3)cc12 | 23µM* | ? | 6%
CCSc1nnc(-c2c[nH]c3ccccc23)o1 | -23% | 4% | .
CCOC(=O)c1c(C)oc2ncnc(Nc3ccc(F)cc3Cl)c12 | -17% | 3% | 5%
CC(C)(c1cc(Br)c(O)c(Br)c1)c1cc(Br)c(O)c(Br)c1 | -28% | 30% | 3%&9%&19%
O=C(COC(=O)/C=C/c1cccc(F)c1)Nc1ccc2[nH]c(=O)[nH]c2c1 | -9% | 1% | .
COc1ccc(CNC(=O)COC(=O)C2=COCCO2)cc1 | -2% | -1% | 0%
Cc1cc(C(=O)NC2CCCc3c2cnn3-c2cc(F)cc(F)c2)nn1C (stereo not drawn) | ? | ? | 2%
Cc1cc(Oc2ccc(Br)cc2)nc(SCC(=O)c2ccccc2)n1 | 21µM* | 23µM* | 0%
Cc1cccc(C)c1NC(=O)C(=O)NCC(c1cccnc1)N1CCc2ccccc21 (stereo not drawn) | 13µM* | 15µM* | 0%
O=C(c1cc(Br)ccc1Cl)N1CCCC1 | 6% | 6% | 1%
CC(=O)Nc1cncc(-c2cccc(C(=O)N3CCOCC3)c2)n1 | 6.5µM* | -37% | .
Cc1c(Cl)cccc1NC(=O)C(C)N(c1ccccc1)S(C)(=O)=O (stereo not drawn) | ? | -35% | .
O=[N+]([O-])c1ccc(S(=O)(=O)N/N=C/c2ccc3c(c2)OCO3)cc1 | 1% | -20% | 8%[56.1 µM]
COC1C(O)C(CO)OC1n1c(Br)nc2c(=O)[nH]c(N)nc21 (stereo not drawn) | 1% | -12% | 7%[56.1 µM]
CC(C)N(C1=N/C(=C\c2ccco2)C(=O)N1c1ccccc1)C(C)C | ? | 13µM* | 2%
Cc1ccc(NC(=O)C2CCN(S(=O)(=O)c3c(C)n[nH]c3C)CC2)c(C)c1 | -25% | -18% | 4%
CCn1c(CNC(=O)c2ccco2)nnc1SCC(=O)Nc1ccc(Br)cc1F | -5% | -5% | 2%
O=C(c1cc2ccccc2o1)N1CCN(S(=O)(=O)/C=C/c2ccccc2)CC1 | ? | ? | 6%
COc1ccc(C2=NN(c3nc(-c4ccccc4)c(CC(=O)O)s3)C(c3ccco3)C2)cc1 (stereo not drawn) | -5% | -25% | 4%
Cc1ccc(S(=O)(=O)Nc2cc3c(cc2N2CCOCC2)n(C)c(=O)n3C)c(C)c1 | ? | ? | -2%
COc1ccc(C(=O)c2ccc(CC#N)s2)cc1 | ? | ? | 89µM*
O=C(CN1CCCCC1)Nc1cccc2c1OCO2 | -1% | 2% | 1%
CC(C)=CCN1CCN(Cc2cc(F)ccc2-n2nc(C)cc2C)CC1CCO (stereo not drawn) | -2% | 6% | 4%
CCN1CCCC1CNC(=S)Nc1ccc(C(C)=O)cc1 (stereo not drawn) | -20% | 4% | 8%
CCCS(=O)(=O)NC(=O)C1(C)CCCN(C(=O)c2cccc(C)c2C)C1 (stereo not drawn) | -11% | -7% | .
Cc1cccn2c(=O)c3cc(C(=O)NCC4CCCO4)c(=N)n(CCN4CCOCC4)c3nc12 (stereo not drawn) | -14% | 12% | 4%
O=C(Cn1nc(Cc2cccnc2)c2ccccc2c1=O)N1CCN(c2ccc(F)cc2)CC1 | 23µM* | ? | 1%
COc1cc(CCC(=O)OCC(=O)NC(=O)c2ccc(Cl)cc2)cc(OC)c1OC | -17% | 15% | 3%
COC(=O)c1cccc(NC(=O)CSc2nc(C)cc(=O)[nH]2)c1 | 1% | -4% | ?
COCCNC(=O)C1CCCN(C(=O)c2ccc(C(F)(F)F)nc2C)CC1 (stereo not drawn) | -15% | -13% | .
CC(C)c1ccc2c(c1)[C@H]1OCC[C@H]1[C@@H](c1cccs1)N2 | 10µM* | 16µM* | 8%
CCCC1C(C#N)=C(N)Oc2cc(C)n(C)c(=O)c21 (stereo not drawn) | 8% | -9% | 4%
Cc1ccccc1N1C(=O)c2ccccc2NC1c1ccncc1 (stereo not drawn) | -11% | 1% | .
O=C(Nc1ccc(S(=O)(=O)NCc2ccccc2)cc1)c1ccccc1[N+](=O)[O-] | ? | ? | 3%
CCOC(=O)c1ccc(Oc2nc(NC)nc(OC)n2)cc1 | -23% | -11% | -5%
COc1cccc(/C=N/NC(=O)CSc2nnc(C)n2-c2ccccc2)c1OC | -43% | 2% | 4%
CC(C)(C)c1cc2nc(NCCc3ccc(S(N)(=O)=O)cc3)ccn2n1 | -25% | -15% | .
CN(C(=O)CCN1C(=O)C2C3C=CC(C3)C2C1=O)c1ccccc1 (stereo not drawn) | 19% | 8% | -8%
O=Nc1ccc(O)c2ncccc12 | 0.92µM* | 0.58µM* | -7%
CCOC(=O)c1c(C)[nH]c(C)c1S(=O)(=O)N1CCC(C(=O)Nc2cc(C)ccn2)CC1 | 10% | 20% | 5%
COC(=O)C1=C(CCc2ccccc2)NC(=O)NC1c1ccc(Cl)cc1 (stereo not drawn) | ? | ? | .
Cc1ccc(S(=O)(=O)Nc2ccc(O)c(Sc3ncn[nH]3)c2)cc1 | 3% | 14% | -3%
Cc1ccc(NS(=O)(=O)c2cccs2)nc1 | 9% | -7% | 1%
CC(=O)c1cccc(NC(=O)NC2CC(=O)N(c3ccc4c(c3)OCCO4)C2)c1 (stereo not drawn) | -24% | -30% | -3%
C(=N\N1CCOCC1)/c1cn(-c2ccccc2)nc1-c1ccccc1 | -24% | 21% | 10%
CCCCCNC(=O)c1ccc2c(=O)n(CCOC)c(=O)[nH]c2c1 | -13% | -1% | 1%
Cc1ccsc1C(=O)NCCc1nnc2ccccn12 | -2% | 2% | -1%
COc1ccc(N2CCN(C(=O)CSc3nnc4nc(C)cc(C)n34)CC2)cc1 | -7% | 0% | .
O=c1c2ccccc2oc2cc(O)c(C3COCC(CO)C(O)C(O)C3O)c(O)c12 (stereo not drawn) | 0% | 10% | 23%

Molecules listed so far that contain a cyano group:
SMILES | DT40 TDP1 no CPT | DT40 TDP1 CPT | TDP1 inh
COc1ccc(C(=O)c2ccc(CC#N)s2)cc1 | ? | ? | 89µM*
CCCC1C(C#N)=C(N)Oc2cc(C)n(C)c(=O)c21 (stereo not drawn) | 8% | -9% | 4%
